# NCOA1 inh – SRC1 coactivator transcriptional activity inhibitors, primary screen, cell-based, luminescence | inhibition, % at 3.6 µM | HEK293 GAL4-SRC1 luciferase reporter | 0.12% of 360,000 active;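 active means inhibition above the campaign mean plus 3 SD, with each screening campaign given its own cutoff, cut at about 60% in these data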;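 further: 0% = DMSO treated cells and 100% = gossypol at 36 µM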
# Vif imaging – HIV Vif self-association inhibitors, primary screen, imaging, HEK293T, single point; HEK293T cells, Vif self-association by quenched fluorescence, 24 h; inhibition, % at 7.49 µM; 0.35% of 340,000 active; AID 602346, 2012; in the data active means inhibition above about 50%, passing the limit was not always enough; inconclusive means no clear call, values can overlap the other calls; inactive means below about 31%; further: some results filed as inactive read as strong as hits
# TLR9-MyD88 block – inhibitors of TLR9-MyD88 association in cells, primary screen, cell-based, CHO, BLA complementation, fluorescence. Toll-like receptor 9 (Homo sapiens) + Myeloid differentiation primary response protein …. 0.21% of 340,000 active. inhibition, % at 4.98 µM. CCF4 FRET ratio;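 active means inhibition above the mean over all tested compounds plus 3 SD, cut at about 21% in these data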;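 further: 0% = DMSO only wells and 100% = clavulanate BLA inhibitor control wells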
# TROY signal inh – inhibitors of TROY-driven NF-kB signaling, primary screen, Q293 LMP1-TROYcd cells, NF-kB luciferase, uHTS; 0.98% of 360,000 active; inhibition, % at 10 µM; Q293 LMP1-TROYcd NF-kB luciferase reporter, 4 h;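 active means compounds whose plate-normalised and pattern-corrected inhibition of the luciferase reporter signal at the single screening dose is 50% or more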
# NOD2 RIPK2 PPI – NOD2-RIPK2 binding disruptors in cells, primary screen, fluorescence, CHO cells, BLA complementation. inhibition, % at 4.98 µM. Receptor-interacting serine/threonine-protein kinase 2 (Homo sapiens), O43353. 0.38% of 360,000 active. CCF4 ratio; in the data active means inhibition above about 21%;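 further: 0% = vehicle only and 100% = reference blocker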
# Target sequence (O43353 whole entry, looked up): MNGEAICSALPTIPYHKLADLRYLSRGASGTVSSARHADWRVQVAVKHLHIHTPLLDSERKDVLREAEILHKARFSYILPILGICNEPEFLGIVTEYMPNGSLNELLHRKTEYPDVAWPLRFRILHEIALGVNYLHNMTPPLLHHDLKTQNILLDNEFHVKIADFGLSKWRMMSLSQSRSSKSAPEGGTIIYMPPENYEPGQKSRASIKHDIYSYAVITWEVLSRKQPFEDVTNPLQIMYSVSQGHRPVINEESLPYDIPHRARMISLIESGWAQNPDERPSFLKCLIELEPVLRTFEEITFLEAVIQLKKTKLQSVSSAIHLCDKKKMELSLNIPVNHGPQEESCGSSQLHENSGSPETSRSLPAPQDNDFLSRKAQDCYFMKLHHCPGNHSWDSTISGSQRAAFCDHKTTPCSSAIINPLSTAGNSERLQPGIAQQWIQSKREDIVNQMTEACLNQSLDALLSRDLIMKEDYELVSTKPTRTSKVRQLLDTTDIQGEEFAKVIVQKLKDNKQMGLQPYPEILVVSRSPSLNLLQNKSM
# C8 TRAIL sens – viability loss with TRAIL in NB7+C8 cells, primary screen, TRAIL sensitizer project, cell-based, ATPlite luminescence; inhibition (viability loss, TRAIL sensitization), % at 10 µM; 1% of 360,000 active; AID 624354, 2012;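 active means compounds causing at least 50% loss of cell viability in the single-dose screen, relative to plate controls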
# NR2F2 inh – NR2F2 transcriptional activity inhibitors, primary screen, cell-based, luciferase reporter, HEK293T, luminescence; inhibition, % at 8.6 µM; AID 686940, 2013; 0.7% of 370,000 active; HEK293T NGFI-A luciferase reporter;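 active means inhibition above a per-plate cutoff, mean inhibition of test wells between control levels plus 3 SD, cut at about 38% in these data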;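 further: cells cotransfected with COUP-TFII expression vector driving the NGFI-A reporter; 0% = median of COUP-TF2 test wells and 100% = reporter-only cells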
# SRC3 inh – SRC3 coactivator transcriptional activity inhibitors, primary screen, cell-based, luminescence | 0.17% of 360,000 active | HEK293 GAL4-SRC3 luciferase reporter | Nuclear receptor coactivator 3 (Homo sapiens), Q9Y6Q9 | AID 588352, 2011 | inhibition, % at 3.6 µM;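 active means inhibition above a per-campaign cutoff, the mean of all compounds plus 3 SD, cut at about 60% in these data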;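 further: 0% = DMSO-treated cells and 100% = gossypol-treated cells at 36 µM; higher means less SRC3-driven luciferase light from the GAL4 reporter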
# SRC2 inh – inhibition of GAL4-SRC2 driven luciferase reporter, primary screen, SRC2 inhibitor project, cell-based, luminescence; Nuclear receptor coactivator 2 (Homo sapiens), Q15596; HEK293 GAL4-SRC2 luciferase reporter; inhibition, % at 9 µM; 0.17% of 370,000 active;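 active means inhibition above the mean inhibition of all tested compounds plus 3 SD, set per campaign, cut at about 52% in these data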;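 further: 0% = DMSO treated cells and 100% = cells given Gossypol at 36 µM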
# LMP1 NFkB inh – EBV LMP1-driven NF-kappaB luciferase reporter inhibitors, primary screen, cell-based, luminescence, single point. AID 504558, 2011. inhibition, % at 12.5 µM. 0.69% of 350,000 active. LMP1-induced NF-kappaB luciferase reporter cells; in the data active means inhibition above about 41%; inconclusive means no clear call, values can overlap the other calls;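 further: 0% = neutral control wells and 100% = reference inhibitor control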
# LRH-1 inv ag – LRH-1 (NR5A2) inverse agonists, primary screen, cell-based, luminescence, HEK293T, StAR-luciferase reporter. inhibition, % at 3.6 µM. 0.13% of 360,000 active. AID 602396, 2012. LRH-1 transfected, 24 h;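 active means inhibition above the mean inhibition of all tested compounds plus 3 SD, cut at about 73% in these data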;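 further: 0% = DMSO wells and 100% = reporter-only cells lacking LRH-1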
# Target sequence (O00482 whole entry, looked up): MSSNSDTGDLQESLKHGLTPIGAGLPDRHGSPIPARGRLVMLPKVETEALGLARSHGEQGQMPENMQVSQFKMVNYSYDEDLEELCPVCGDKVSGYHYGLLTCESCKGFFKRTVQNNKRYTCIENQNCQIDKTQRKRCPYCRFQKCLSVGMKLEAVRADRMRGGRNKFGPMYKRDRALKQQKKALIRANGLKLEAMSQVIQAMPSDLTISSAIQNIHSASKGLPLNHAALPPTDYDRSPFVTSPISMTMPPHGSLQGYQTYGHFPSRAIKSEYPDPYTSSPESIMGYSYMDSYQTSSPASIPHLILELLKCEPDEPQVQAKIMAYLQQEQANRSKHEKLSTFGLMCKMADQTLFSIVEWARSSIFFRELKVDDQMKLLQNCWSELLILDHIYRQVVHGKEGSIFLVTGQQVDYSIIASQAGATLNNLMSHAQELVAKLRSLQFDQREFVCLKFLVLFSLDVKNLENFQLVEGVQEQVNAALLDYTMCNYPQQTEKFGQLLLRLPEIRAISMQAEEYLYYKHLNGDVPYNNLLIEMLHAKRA
# * = called active by the depositor; ? = inconclusive; · = not tested or not shown.
SMILES,NCOA1 inh,Vif imaging,TLR9-MyD88 block,TROY signal inh,NOD2 RIPK2 PPI,C8 TRAIL sens,NR2F2 inh,SRC3 inh,SRC2 inh,LMP1 NFkB inh,LRH-1 inv ag
CN(C)S(=O)(=O)c1cccc(NC(=O)c2ccc(NS(=O)(=O)c3cccs3)cc2)c1,-3,-7,-1,-1,1,-6,-3,0,6,-4,-11
O=C(Cc1ccc(Cl)cc1)Nc1cccnc1,5,-2,4,11,2,4,7,-4,16,-15,-25
Cc1ccc(-c2cc(C(=O)N/N=C/C=C/c3ccccc3)n[nH]2)o1,-31,-21,2,2,10,0,9,10,-31,4,-25
Cc1ccc(NC(=O)c2cccc(S(=O)(=O)N3CCCC3)c2)nc1,-38,-14,-8,-27,-13,6,-11,-14,-33,-18,-33
COC(=O)c1sc(N)c(C(=O)OC)c1COC(=O)C12CC3CC(CC(O)(C3)C1)C2,16,-3,1,16,-4,-4,3,-11,9,1,-12
O=C(Nc1cccc(OC(=O)c2ccc(Br)o2)c1)c1ccccc1,-7,2,2,-6,0,10,-9,0,-30,8,-4
O=C(CN(C(=O)c1csnn1)c1cccc(C(F)(F)F)c1)NCCc1ccccc1,3,-12,3,5,-8,0,0,6,-3,-1,19
COc1ccc2nc(SCC(=O)Nc3ccc4sc(C)nc4c3)c(C#N)cc2c1,-11,-5,5,-18,-12,19,7,-25,-33,-12,15
Cc1cccc(NC(=O)c2sc3nc(C)nc(N4CCOCC4)c3c2C)c1,-13,·,2,-3,-2,10,-14,-38,-36,0,-14
CCOC(=O)c1[nH]c2ccc(OC)cc2c1NC(=O)OC,-14,1,-2,30,-11,-15,0,3,-5,5,4

# 2 consecutive compounds from above:
SMILES,NCOA1 inh,Vif imaging,TLR9-MyD88 block,TROY signal inh,NOD2 RIPK2 PPI,C8 TRAIL sens,NR2F2 inh,SRC3 inh,SRC2 inh,LMP1 NFkB inh,LRH-1 inv ag
CN(C)S(=O)(=O)c1cccc(NC(=O)c2ccc(NS(=O)(=O)c3cccs3)cc2)c1,-3,-7,-1,-1,1,-6,-3,0,6,-4,-11
O=C(Cc1ccc(Cl)cc1)Nc1cccnc1,5,-2,4,11,2,4,7,-4,16,-15,-25

# Whole records as entered above. Order of values: NCOA1 inh, Vif imaging, TLR9-MyD88 block, TROY signal inh, NOD2 RIPK2 PPI, C8 TRAIL sens, NR2F2 inh, SRC3 inh, SRC2 inh, LMP1 NFkB inh, LRH-1 inv ag
# `CN(C)S(=O)(=O)c1cccc(NC(=O)c2ccc(NS(=O)(=O)c3cccs3)cc2)c1` in the list: -3, -7, -1, -1, 1, -6, -3, 0, 6, -4, -11
# `CCOC(=O)c1[nH]c2ccc(OC)cc2c1NC(=O)OC` in the list: -14, 1, -2, 30, -11, -15, 0, 3, -5, 5, 4
# `COc1ccc2nc(SCC(=O)Nc3ccc4sc(C)nc4c3)c(C#N)cc2c1` in the list: -11, -5, 5, -18, -12, 19, 7, -25, -33, -12, 15
# `Cc1cccc(NC(=O)c2sc3nc(C)nc(N4CCOCC4)c3c2C)c1` in the list: -13, ·, 2, -3, -2, 10, -14, -38, -36, 0, -14
# `O=C(Nc1cccc(OC(=O)c2ccc(Br)o2)c1)c1ccccc1` in the list: -7, 2, 2, -6, 0, 10, -9, 0, -30, 8, -4

# Carrying on.
SMILES,NCOA1 inh,Vif imaging,TLR9-MyD88 block,TROY signal inh,NOD2 RIPK2 PPI,C8 TRAIL sens,NR2F2 inh,SRC3 inh,SRC2 inh,LMP1 NFkB inh,LRH-1 inv ag
COC(=O)c1ccc(CN2C(=O)NC3(CCCCC3)C2=O)cc1,-33,-1,-2,-48,0,4,-40,-67,-2,-30,-63
CCOc1ccc(C2CC(=O)N(Nc3ccc([N+](=O)[O-])cc3[N+](=O)[O-])C2=O)cc1 (stereo not drawn),1,-11,2,-16,-3,7,-18,16,3,0,-6
COc1ccc(C(=O)Nc2c3c(nn2-c2ccc(Cl)cc2)CS(=O)(=O)C3)cc1,8,-4,-4,-18,-4,-1,-8,8,-5,1,2
O=C(CCl)Nc1c[nH]c(=O)[nH]c1=O,-19,-12,-8,8,-9,-7,-4,9,9,-2,2
COc1ccc(C(=O)NC2CC2)cc1OC1CCN(C(C)CSC)CC1 (stereo not drawn),-1,-4,-4,9,10,-10,18,2,5,10,-6
Cn1c(=O)c2c(nc(N3CCC(C(N)=O)CC3)n2CCSc2nc3ccccc3s2)n(C)c1=O,4,1,-10,5,-4,-16,8,-2,-10,-4,13
COc1ccc2[nH]c(C)c(CCNc3ccc(C(F)(F)F)cc3[N+](=O)[O-])c2c1,-4,-7,4,10,3,-7,-3,-5,26,1,-17
O=c1c2c3c(sc2[nH]c(=S)n1Cc1ccco1)CCC3,-8,0,3,7,1,-3,6,5,11,-3,8
O=C(Cn1cc(C(F)(F)F)ccc1=O)Nc1ccc(N2CCOCC2)cc1,10,-4,1,16,-11,-17,12,12,-37,-9,18
Cc1cccc(C(O)c2ncc(-c3ccc(C(F)(F)F)cc3)[nH]2)c1C (stereo not drawn),10,-8,·,24,1,-14,-5,17,1,·,-7
COc1cccc(N(CC(=O)NCCSc2ccccc2)S(C)(=O)=O)c1,-6,·,-4,-11,-13,0,-5,12,7,-11,-9
Nc1nn(-c2ccccc2)c(N)c1N=Nc1ccc2c(c1)OCO2,-123,·,-1,-24,-2,20,-43,-59,-60,-5,-133
CC(CCc1ccco1)N(C)S(=O)(=O)c1csc(C(N)=O)c1 (stereo not drawn),7,-2,-13,12,-4,10,2,-2,18,52*,11
COC(=O)/C(C#N)=C/c1c(N2CCN(c3ccc(OC)cc3)CC2)nc2c(C)cccn2c1=O,-33,?,-5,37,11,-10,-9,-14,-59,6,2
CN(C)c1nc(N)nc(CSc2nnnn2-c2ccc(C(=O)O)cc2)n1,-3,12,4,19,-2,-1,0,-1,-9,-4,17
CCCN1CCC(=O)N(CCSc2ccc(OC)cc2)CC1,-11,9,-8,-2,6,16,-13,0,-17,-1,-25
COc1ccc(NC(=O)C2(C)CCN2C(=O)c2ccccc2CCc2ccccc2)cc1OC (stereo not drawn),-7,-2,·,5,-2,13,2,-23,-42,·,-20
O=C(CSc1nncc2ccccc12)N1CCCCC1,-33,12,-12,-59,2,2,-11,-28,-18,-12,-13
COc1ccc(C(=O)C2CCCN(Cc3cn[nH]c3-c3ccc(F)cc3)C2)cc1OC (stereo not drawn),3,-1,4,-1,8,7,1,7,-8,-1,4
COCCn1c(SCC(=O)NCCCN2CCCC2=O)nc2sc3c(c2c1=O)CCCC3,10,-4,-12,0,-3,3,-14,5,7,4,0

# Part of the list above, tab-delimited.
SMILES	NCOA1 inh	Vif imaging	TLR9-MyD88 block	TROY signal inh	NOD2 RIPK2 PPI	C8 TRAIL sens	NR2F2 inh	SRC3 inh	SRC2 inh	LMP1 NFkB inh	LRH-1 inv ag
Nc1nn(-c2ccccc2)c(N)c1N=Nc1ccc2c(c1)OCO2	-123	·	-1	-24	-2	20	-43	-59	-60	-5	-133
COCCn1c(SCC(=O)NCCCN2CCCC2=O)nc2sc3c(c2c1=O)CCCC3	10	-4	-12	0	-3	3	-14	5	7	4	0

# Other structures follow:
SMILES,NCOA1 inh,Vif imaging,TLR9-MyD88 block,TROY signal inh,NOD2 RIPK2 PPI,C8 TRAIL sens,NR2F2 inh,SRC3 inh,SRC2 inh,LMP1 NFkB inh,LRH-1 inv ag
COC(=O)CN1C(=O)C2(OCCCO2)c2cc(Br)ccc21,7,9,-10,10,-6,1,-3,-29,6,-2,-8
O=C1c2cccc3c(N4CCOCC4)c([N+](=O)[O-])cc(c23)C(=O)N1c1cccc2ccccc12,1,-3,-2,8,7,-10,11,9,-2,-10,17
COc1cc(C2N(c3ccc(F)cc3)C(=O)C3CCCN32)cc(OC)c1OC (stereo not drawn),-15,5,0,7,5,-4,14,8,-2,3,-4
CN(C(=O)CSc1nc2ccc([N+](=O)[O-])cc2s1)C1CCS(=O)(=O)C1 (stereo not drawn),-3,-12,4,30,-5,0,6,10,-35,4,1
CCCN1C2CCCC1CC(NC(=O)c1ccc(F)cc1)C2 (stereo not drawn),-11,-1,4,8,2,-3,-17,15,-2,1,7
CN(Cc1ccccc1)C(=O)c1[nH]cnc1C(=O)N[C@@H](Cc1ccccc1)C(=O)OCc1ccccc1,-10,·,-7,-3,-1,-6,·,-5,·,0,-4
COc1ccc(N(C)S(=O)(=O)c2cccc(C(=O)NC3CCC(C)CC3)c2)cc1 (stereo not drawn),-7,-5,6,7,3,4,22,4,-12,2,-17
O=C(OCc1cn([C@@H]2C[C@H](c3ccccc3)N(C(=O)c3cccs3)C[C@H]2O)nn1)c1ccccc1,10,-20,-4,6,2,-2,6,-4,-10,-5,-1
CC(=O)N(c1ccc(Br)cc1)C1C=CS(=O)(=O)C1 (stereo not drawn),-20,0,-2,-12,-4,1,3,-20,5,4,-8
CCOc1ccc(CNC(c2ccccc2)c2ccccc2)cc1,8,-1,-1,9,7,-10,4,-3,-13,-5,-2
CCC1CCCCN1C(=O)COC(=O)c1cccs1 (stereo not drawn),3,-4,8,-8,-2,4,-8,2,-42,-8,9
COC(=O)C1=C(N)Oc2cc(C)n(Cc3ccccc3)c(=O)c2C1c1ccccc1 (stereo not drawn),-26,-1,-2,-5,-7,-4,10,10,-30,2,27
O=C(N/N=C/c1ccc[nH]1)c1cccc([N+](=O)[O-])c1,-4,·,8,-22,0,27,-17,3,-6,-1,-11
CN(CC(=O)NCCCc1ccccc1)Cc1ccc(Br)cc1,-17,1,-7,24,14,-3,-3,6,15,-2,-15
CCOc1ccc(NC(=O)CC2C(=O)N(c3ccc(OC)cc3)C(=O)N2CCc2cccs2)cc1 (stereo not drawn),0,7,-13,0,-3,1,6,-11,2,6,3
CCCNC(=O)CSc1nc2ccc(OCC)cc2s1,-2,-14,-4,18,-3,-2,-1,6,-12,-8,-12
N#Cc1ccccc1Oc1ccccc1C=O,-7,-17,8,6,-1,4,-4,6,15,-2,-4
COc1ccc(NC(=O)c2ccc(OC(F)F)cc2)cc1Cl,-69,2,1,-56,0,42,-29,-87,-71,-31,-183

# This is a subset, so the mix of outcomes need not match the whole.
